# KDM5B inh: KDM5B demethylase inhibition; Q9UGL1; KDM5B demethylase, FDH-coupled NADH fluorescence (FDH is formaldehyde dehydrogenase); Potency, µM (highest dose often 57.7 µM), for the others: top-dose activity change, negative = inhibition, most hits filed as inhibitors; hit rate 2.6% among 220,000; AID 1347165; active means well fitted inhibition curve with a large enough effect; inconclusive means small, poorly fitted or top-dose-only effect; inactive means no such curve, though single readings can be large or run the other way; further: 0% is about no effect; nearly all actives have a fitted effect of over 70% in size
# Target sequence (Q9UGL1 whole entry, looked up): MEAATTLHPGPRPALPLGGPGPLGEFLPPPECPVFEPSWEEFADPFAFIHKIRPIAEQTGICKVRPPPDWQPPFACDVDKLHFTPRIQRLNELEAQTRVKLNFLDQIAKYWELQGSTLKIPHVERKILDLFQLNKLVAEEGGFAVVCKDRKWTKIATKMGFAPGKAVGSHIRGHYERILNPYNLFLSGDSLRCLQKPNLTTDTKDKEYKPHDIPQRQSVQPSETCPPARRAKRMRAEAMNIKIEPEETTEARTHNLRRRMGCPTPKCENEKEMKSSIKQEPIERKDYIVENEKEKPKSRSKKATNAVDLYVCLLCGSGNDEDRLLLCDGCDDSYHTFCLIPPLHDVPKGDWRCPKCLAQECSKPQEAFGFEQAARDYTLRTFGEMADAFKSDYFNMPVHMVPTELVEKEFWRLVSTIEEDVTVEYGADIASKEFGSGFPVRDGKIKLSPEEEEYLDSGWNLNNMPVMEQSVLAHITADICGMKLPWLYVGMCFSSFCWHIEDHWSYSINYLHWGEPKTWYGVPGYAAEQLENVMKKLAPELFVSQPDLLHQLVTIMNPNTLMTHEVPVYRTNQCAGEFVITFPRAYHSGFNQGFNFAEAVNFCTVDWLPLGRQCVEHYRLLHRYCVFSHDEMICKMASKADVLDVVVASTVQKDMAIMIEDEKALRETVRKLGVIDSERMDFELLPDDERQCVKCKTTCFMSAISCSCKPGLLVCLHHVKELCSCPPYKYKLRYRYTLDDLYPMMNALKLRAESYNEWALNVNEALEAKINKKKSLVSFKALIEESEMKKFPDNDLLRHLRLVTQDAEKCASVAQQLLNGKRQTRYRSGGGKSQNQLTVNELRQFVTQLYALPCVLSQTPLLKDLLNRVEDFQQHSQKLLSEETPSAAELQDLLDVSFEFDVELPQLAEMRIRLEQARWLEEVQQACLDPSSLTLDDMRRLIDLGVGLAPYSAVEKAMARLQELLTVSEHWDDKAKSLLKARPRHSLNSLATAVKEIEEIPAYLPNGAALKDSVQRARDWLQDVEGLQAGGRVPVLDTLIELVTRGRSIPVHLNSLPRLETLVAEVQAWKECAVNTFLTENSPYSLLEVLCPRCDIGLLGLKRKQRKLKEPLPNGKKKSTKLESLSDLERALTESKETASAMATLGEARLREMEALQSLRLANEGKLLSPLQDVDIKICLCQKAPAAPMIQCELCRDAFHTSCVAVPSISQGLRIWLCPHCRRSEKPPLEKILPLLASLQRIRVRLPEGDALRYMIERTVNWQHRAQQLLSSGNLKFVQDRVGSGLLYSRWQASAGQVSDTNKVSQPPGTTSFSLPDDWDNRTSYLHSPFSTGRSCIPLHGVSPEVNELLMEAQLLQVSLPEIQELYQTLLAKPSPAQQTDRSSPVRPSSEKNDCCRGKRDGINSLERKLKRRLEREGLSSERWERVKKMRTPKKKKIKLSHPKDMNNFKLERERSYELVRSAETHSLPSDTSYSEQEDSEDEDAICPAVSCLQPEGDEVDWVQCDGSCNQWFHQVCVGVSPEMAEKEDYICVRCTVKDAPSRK
#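 Inhibition is measured as reduced NADH fluorescence generation from FDH coupling to formaldehyde release. Truncated KDM5BΔAP at 200 nM final acts on H3K4me3 peptide (12.5 µM in substrate mix) in pH 7.5 HEPES buffer with Tween-20, 30 min, room temperature.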
# The depositor's hits bear a star; ? = inconclusive; & = joins results of further samples; [ ] = remark or other dose. Potency means the concentration at half of the fitted maximal effect.
SMILES,KDM5B inh
COc1cccc(CNC(=O)CCC2CCN(S(=O)(=O)c3ccc(C)cc3)CC2)c1,15.5%
COc1ccccc1CN1CCN(C/C=C/c2ccccc2)CC1,-35.4%
COc1ccc(-c2noc(-c3cc4ccc(OC(C)=O)cc4oc3=O)n2)cc1,?
CCN(Cc1ccc(Br)s1)C(=O)c1cnc(C)cn1,-10.5%
Cn1cc(CN2Cc3c(cc(N4CCOCC4)nc3-c3cccc(F)c3)C2=O)cn1,35.5µM*
COc1ccc(-c2cnc(NCc3ccc(C)cc3)n2C)cc1,?
O=C1N2CCCC2CN1C1CCN(Cc2cccc(Cl)c2)CC1 (stereo unspecified),-15.7%[86.2 µM]
CSc1cccc(-c2nnc(NC(=O)c3ccc4c(c3)OCCO4)o2)c1,-11.2%
COc1cccc(NC(=O)Cn2c(=O)n(CC(=O)NCc3ccc(C)cc3)c(=O)c3sccc32)c1,-19.1%
CCn1cc(CCC(=O)NCc2ccc(F)cc2)c2ccccc21,-22.8%
COc1ccc(NC(=S)N2CCN(S(C)(=O)=O)CC2)cc1,26.0%
O=C(NCc1cccc(Cl)c1)Nc1ccccc1Cl,13.8%
CC(=O)N1CCc2cc(S(=O)(=O)NC(CC(C)C)C(=O)NCc3ccccc3Cl)ccc21 (stereo unspecified),-14.7%
CN(Cc1ccccc1)Cc1ccc(F)cc1,8.4%[115 µM]
COc1nc(C)c(C(=O)N2C[C@H](CO)C[C@H](CN3CCCC3)C2)s1,15.0%
Cc1nc(N2CCOCC2)c2c(C(=O)N3CCN(c4cc(Cl)ccc4C)CC3)c(C)oc2n1,-14.7%&-6.3%
O[C@@H]1CN(CC2CC2)CC[C@H]1N1CCN(c2ccccc2F)CC1,55.9%[activator]
CC(NC(=O)CCC1CCCCC1)c1ccccn1 (stereo unspecified),22.3%
CCC(=O)N1CCN(c2nc3c(s2)CC(C(=O)NCc2ccccc2)CC3)CC1 (stereo unspecified),3.7%
COc1ccc(-c2ncc(CN3CCCC4(C3)CN(C)C(=O)O4)cn2)cc1 (stereo unspecified),14.1µM*
CC1(C)C2CC[C@]1(C)C(=O)N(CCCCN1CCN(c3ccccn3)CC1)C2=O,?
Brc1ccccc1N=Cc1ccc(-c2ccccc2)cc1,?
CC(NC(=O)NCCNc1ncccn1)c1cccnc1 (stereo unspecified),42.7%[activator]
COc1ccc(C)cc1NC(=O)CSc1ccc(-c2ccccn2)nn1,?
COCC1CCN(C(=O)c2ccc3oc(Cc4ccccc4)nc3c2)C1 (stereo unspecified),30.4%[activator]
COc1ccc(NC(C)=O)cc1NC(=O)Cn1nc2c(cc1=O)CCCC2,-2.4%
CC(NC(=O)C1CC1)C1CC2CCC1C2 (stereo unspecified),20.1%
COCCn1c(SCC(=O)c2cc(C)ccc2C)nnc1-c1ccc(Cl)cc1,7.2%
CC(C(=O)NCc1ccccc1)n1nc(-c2ccccc2)c2ccccc21 (stereo unspecified),?
Cc1ccc(/C=C/C(=O)Nc2ccc(S(N)(=O)=O)cc2)o1,?
Cc1cccc(CN2CCC(Oc3ccc(C(=O)N4CCCCC4)cc3)CC2)c1,-1.2%
Cc1cc(C)c2oc(=O)cc(CN3CCN(Cc4ccccc4)CC3)c2c1,2.1%
CC1(C(=O)NCc2cccc(F)c2)CCCc2cnc(Nc3cccnc3)nc21 (stereo unspecified),-2.4%[86.2 µM]
CN1CCN(C(=O)c2ccc(-c3nnc4ccc(NC(=O)C5CCC5)cn34)cc2)CC1,?
Cc1ccc(NC(=O)C(=O)NCC(c2ccc3c(c2)OCO3)N2CCOCC2)cc1C (stereo unspecified),6.3%
CCCCNC(=O)c1nn(-c2ccc(CC)cc2)nc1CO,?
CCc1ccc(-c2csc(NC(=O)c3ccc4c(c3)NC(=O)C(C)S4)n2)cc1 (stereo unspecified),?
COc1ccc(CCNC(=O)CSc2nc(C)nc3sccc23)cc1OC,-6.4%
COc1ccc(/C=C(/C#N)c2nc(-c3ccc(Br)cc3)cs2)cc1,-11.2%
CCCN(CCC)CC(O)Cn1cc(/C=C/C(=O)c2ccc(C)cc2)c2ccccc21 (stereo unspecified),?

# Records listed so far that bear a hit mark in KDM5B inh:
SMILES,KDM5B inh
Cn1cc(CN2Cc3c(cc(N4CCOCC4)nc3-c3cccc(F)c3)C2=O)cn1,35.5µM*
COc1ccc(-c2ncc(CN3CCCC4(C3)CN(C)C(=O)O4)cn2)cc1 (stereo unspecified),14.1µM*

# The list goes on:
SMILES,KDM5B inh
CC1CCC(=NNC(=O)c2cc(-c3ccc(Cl)cc3)nc3ccccc23)CC1 (stereo unspecified),?
C/C=C/Cn1c(SCc2cccc(C)c2)nc2c1c(=O)[nH]c(=O)n2C,-6.0%
O=C(Nc1nc(-c2ccccc2)cs1)C1CC(=O)N(c2ccccc2F)C1 (stereo unspecified),-23.5%
Cc1ccc(OCCOc2ccc(Cl)cc2/C=C(/C#N)c2ccccc2)cc1,19.1%
COc1ccc(-c2noc(CSc3nnc4ccccn34)n2)cc1,19.2%
O=C(CC1C(=O)Nc2nc(SCc3ccccc3)nn21)Nc1cccc(C(F)(F)F)c1 (stereo unspecified),-9.8%
O=C(c1cc(Br)cn2ccnc12)N1CCN(c2ncccn2)CC1,?
CCCCN(C)CCCNC(=O)C1CCN(c2nc3ccc(CC)cc3s2)CC1,?
CCOc1ccc(CCNc2ncnc3onc(-c4ccc(F)cc4)c23)cc1OCC,-19.0%
CCN1CCCC1CNC(=O)CSCc1cccc(C)c1 (stereo unspecified),-1.5%
Cc1cc(C)c2oc(C(=O)Nc3ccccc3C)cc(=O)c2c1,8.3%
O=C(CSc1nc2sccc2c(=O)[nH]1)N1CCN(c2ccccc2)CC1,-19.9%
Cc1cccc(NC(=O)Cn2c(SCC(=O)NCc3ccccc3)nc3ccccc32)c1C,?
CN(C)C(=O)c1ccc(CNC(=O)C2CCCC2)cc1,12.9%
CC(C)(C)c1ccc(C(=O)Nc2ccc(NC(=O)c3ccc(Cl)c(Cl)c3)cc2)cc1,-28.8%[11.5 µM]
Cc1ccc(C)c(CN2C(=O)c3ccccc3S(=O)(=O)c3ccc(C(=O)N4CCN(C)CC4)cc32)c1,?
CCN1C(=O)C(NC(=O)C(=O)NCc2cccnc2)c2cc(Cl)ccc21 (stereo unspecified),?
CCc1nc2nccc(-c3ccc(OC)cc3)n2n1,22.4µM*
CSc1ccc(CNC(=O)c2cc3c(N(C)Cc4ccccc4)nc(C)cn3n2)cc1,25.1µM*
Cc1ccc(Cl)cc1N1CCN(c2ncnc3onc(C)c23)CC1,-7.4%
CS(=O)(=O)N1CC2(CCN(C3CCCCC3)C2)Cc2ccccc21 (stereo unspecified),-1.8%[149 µM]
Cc1cccc(CC(=O)N2CCCC(c3nn(C)c(=O)n3Cc3ccccc3)C2)c1 (stereo unspecified),20.5%
O=C1Nc2ccccc2O[C@H]2C[C@@H]1N(C(=O)c1ccccc1)C2,-16.4%[86.2 µM]
O=C(Cc1ccc2c(c1)OCO2)N1CCCn2nc(C(O)CO)cc2C1 (stereo unspecified),-9.8%
O=C(NC1CCCC1)N1CC(Oc2cccc(-c3nc(-c4ccccc4)no3)c2)C1,-1.8%
CC(C)Cn1nc(C(=O)N2CCC(C(=O)Nc3ccc4c(c3)OCO4)CC2)c2ccccc2c1=O,-3.3%
CN(C)[C@@H]1CN(C(=O)c2ccoc2)CC[C@]1(O)c1ccccc1,-10.2%
CCNC(=O)Nc1ccc(OCC(=O)NCc2cccs2)nc1,8.4%
O=C1NCc2ccccc2CC12CCN(Cc1cc(F)ccc1O)CC2,12.2%[149 µM]
CC1CC(C)CN(S(=O)(=O)c2ccc3c(c2)n(C)c(=O)c(=O)n3C)C1 (stereo unspecified),?
CCC(=O)N1c2ccc(S(=O)(=O)N3CCCCCC3)cc2CC1C (stereo unspecified),-2.4%
CN(C)c1cccc(C(=O)NNC(=O)c2ccc(Cl)cc2)c1,-0.9%
CC(CCn1cccn1)NC(=O)c1ccc(OC2CCN(C(=O)C3CC3)CC2)cc1 (stereo unspecified),23.8%
CCOC(=O)c1cnc2c(C)cc(C)cc2c1NCCN1CCOCC1,?
C#CCN1CCCCC1C(=O)N1CCN(c2cccc(Cl)c2)CC1 (stereo unspecified),-0.8%
CC(=O)Nc1cccc(C(=O)N2CCC(c3n[nH]c(=O)n3-c3ccc(C)cc3)CC2)c1,-6.9%
O=S(=O)(c1ccc(-c2nc3ccccc3s2)cc1)N1CCCCCC1,-2.4%
CCCCc1cc(=O)oc2c(C)c(OCC(=O)O)ccc12,?
Cc1nccc(N2CCC(Oc3cnc4c(ccn4CCN[S+](C)(=O)[O-])c3)CC2)n1,?
O=C(O)CN1C(=O)/C(=C/c2ccccc2Br)Oc2ccccc21,9.9%

# Given as labelled records: entries from further up.
CN(C)[C@@H]1CN(C(=O)c2ccoc2)CC[C@]1(O)c1ccccc1
  KDM5B inh: -10.2%
Cc1nccc(N2CCC(Oc3cnc4c(ccn4CCN[S+](C)(=O)[O-])c3)CC2)n1
  KDM5B inh: ?
CC1CC(C)CN(S(=O)(=O)c2ccc3c(c2)n(C)c(=O)c(=O)n3C)C1 (stereo unspecified)
  KDM5B inh: ?
CC(CCn1cccn1)NC(=O)c1ccc(OC2CCN(C(=O)C3CC3)CC2)cc1 (stereo unspecified)
  KDM5B inh: 23.8%

# Continued.
SMILES,KDM5B inh
COc1ccc(NC(=O)C2(c3cccs3)CCOCC2)cc1,39.8%
CC(=O)c1ccc(OCc2coc(-c3cccc(F)c3)n2)cc1,0.4%
COc1ccc(CN(C)CC(O)COc2ccccc2C)c(OC)c1OC (stereo unspecified),-14.5%
COc1cccc(NC(=O)N2CCN3C(=O)N(C)C[C@H]3C2)c1,-4.0%[86.2 µM]
O=C(c1ccc(F)c(Cl)c1)N1CCCC2(C1)NC(=O)N(Cc1ccccc1)C2=O (stereo unspecified),-10.9%
Cc1ccc(CNC(=O)C2CCN(C(=O)N3CC4CC(C3)[C@H]3CCCC(=O)N3C4)CC2)o1 (stereo partly specified),-14.8%
O=C(NC1CCc2nnc(C3CC3)n2CC1)c1ccc(Cn2cncn2)o1 (stereo unspecified),-34.9%
CCn1c(SCC(=O)NCc2ccco2)nnc1-c1ccco1,0.5%
Cc1cccc(NC(=S)NN=C2CCCC2)c1,16.2%
CCCC(O)(c1ccc(CC)cc1)C(CN1CCOCC1)c1ccccc1 (stereo unspecified),7.7%
CCOc1ccc(NC(=O)Nc2nnc(N(CC)c3ccccc3)s2)cc1,2.7%
CC(=O)N1CCCN(Cc2nnc(C(=O)N3CCC[C@@H]3c3cccc(F)c3)n2-c2cccnc2)CC1,-8.5%
Cc1ccc(CCNC(=O)c2ccc(CS(=O)(=O)Cc3ccc(Cl)cc3)o2)cc1,-8.7%
CCCn1cc(S(=O)(=O)c2ccc(OCC)cc2)c(=O)c2cc(C)ccc21,-1.5%
COc1cccc(CN2CCC3(CC2)NCCc2c3[nH]c3ccccc23)c1,-6.2%
O=C1CCC2(C(=O)NCc3ccc(F)cc3)SCCN12 (stereo unspecified),7.3%
Fc1ccc(NCc2nc3ccccc3n2CCOc2ccccc2Cl)cc1,-27.8%
COc1cc(-c2nc3cnccn3c2Nc2ccc(C(C)C)cc2)ccc1O,?
S=C(NCc1ccccc1Cl)Nc1cc(Cl)cc(Cl)c1,?
C=CCn1c(SC(C)C(=O)NCC2CCCO2)nnc1-c1ccc(OC)cc1 (stereo unspecified),12.1%
CC(=O)Nc1ccc(C)cc1-c1nc2ccccc2n(CC(=O)Nc2cc(Cl)ccc2C)c1=O,-14.7%
CCN(CC)C(=O)c1ccc2c(c1)n(Cc1ccc(OC)cc1)c(=O)c1ccnn12,4.1%
Cc1cn2nc(C(=O)N3CCC(NC(=O)Cc4c[nH]c5ccccc45)CC3)cc2c(=O)[nH]1,?
C/C=C/C=C/C(=O)NCc1cccc(OC)c1,-7.3%
O=C(CCc1cc(Cl)no1)N1CCc2nc3cc(-c4ccccc4)[nH]n3c(=O)c2C1,7.94µM*
Cc1ccc2cc(CCC(=O)N3CCN(c4ccccn4)CC3)c(=O)[nH]c2c1,-20.6%
CC(C)c1noc([C@@H]2C[C@H]3C(=O)NCCCCCCN(C(=O)c4ccc(C#N)cc4)[C@H]3C2)n1,-15.9%
C[N+]1(Cc2ccccc2)CCN(/C=C/C(=O)C(F)(F)F)CC1,-24.2%
CCc1noc([C@@H]2CC(F)(F)CN2C(=O)C2CCNCC2)n1,-23.2%
CCCn1c(C)cnc1CC1CCN(C(=O)NCc2ccc(OC)cc2)C1 (stereo unspecified),14.4%
COc1ccc(NC(=S)NC(=O)c2cncc(Br)c2)cc1,9.4%
CCOCCCn1c(SCC(=O)Nc2ccccc2CC)nc2ccccc2c1=O,-10.5%
COC(=O)c1c(C)sc(-c2c(-c3ccc(F)cc3)[nH]c3[nH]c(=O)[nH]c(=O)c23)c1O,?
Cc1ccc(C(=O)NC[C@@H]2CC[C@H]3C[C@@H]2C3(C)C)cc1,-6.0%[86.2 µM]
CC(=O)NCCC1CCN(C(=O)Nc2ccccc2F)CC1,3.7%
CS(=O)(=O)c1ccc(C(=O)OC2CCOC2=O)cc1[N+](=O)[O-] (stereo unspecified),-0.1%
O=C(N[C@H]1[C@H](O)[C@H](O)C[C@@H]1c1ccc(C(F)(F)F)nc1)c1ccc2c(c1)OCCO2,-16.0%[86.2 µM]
CCc1cccc(NC(=O)Nc2cccc(-c3ccc(N4CCOCC4)nn3)c2)c1,?
CN1CC(=O)N(CC(=O)N[C@@H]2COCC[C@@H]2OCc2cscn2)C1=O,1.2%
Nc1c(NC=O)c(=O)n(Cc2ccccc2)c(=O)n1Cc1ccccc1,8.1%

# In the list so far, three contain a cyano group:
SMILES,KDM5B inh
COc1ccc(/C=C(/C#N)c2nc(-c3ccc(Br)cc3)cs2)cc1,-11.2%
Cc1ccc(OCCOc2ccc(Cl)cc2/C=C(/C#N)c2ccccc2)cc1,19.1%
CC(C)c1noc([C@@H]2C[C@H]3C(=O)NCCCCCCN(C(=O)c4ccc(C#N)cc4)[C@H]3C2)n1,-15.9%

# Not all compounds are listed; count on the stated rates, not on these rows.
